Screening data (PubChem BioAssay)
Tb PYK inh: blocks Trypanosoma brucei pyruvate kinase; Q57TT1; TbPYK enzyme, Kinase-Glo Plus ATP luminescence, 45 min; Potency, µM (top dose mostly 76.8 µM), for inactives: top-dose activity, negative = inhibition, usual class: inhibitors; actives 0.12% (n = 410,000); AID 624173; active = well fitted inhibition curve with a large enough effect; inconclusive = small, poorly fitted or top-dose-only effect; note: nearly all actives have a fitted effect of over 50% in size
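Activity of T. brucei pyruvate kinase was followed by Kinase-Glo Plus luminescence after the enzyme reacted 45 min at room temperature with 130 uM ADP (final) and substrate. Test compounds were added before ADP at multiple concentrations.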
* marks the source's active call; other numbers are inactive results; ? = inconclusive. % is set by controls: 0 for no effect and ±100 for the full control effect; potency is the fitted concentration of half-maximal effect. Not all compounds are listed; rates above refer to the full screens.

SMILES,Tb PYK inh
CC1(C(=O)O)CCN1C(=O)/C=C/c1ccccc1 (stereo unspecified),-5.8%
CNC(=O)c1ccccc1Sc1ccc2c(/C=C/c3ccccn3)n[nH]c2c1,0.0%
CN(C(=O)c1cc(COc2ccc(F)cc2Cl)on1)C1CCOC1 (stereo unspecified),-0.4%
COc1ccc(N(CC(=O)NC(C)c2ccccc2)S(=O)(=O)c2c(C)nn(C)c2C)cc1 (stereo unspecified),-1.1%
CCN(C(=O)c1cc2cc(Br)cc(OC)c2oc1=O)c1ccccc1,-0.6%
O=C(NC1CCCCC1)c1ccc2c(c1)N(Cc1ccccc1F)C(=O)c1ccccc1S2,-5.8%
C=CCc1ccccc1OCCSc1nc(-c2ccc(C(C)(C)C)cc2)nc2cc(=O)[nH]n12,0.6%
COc1ccc(Nc2ncnc3c2nc2n3CCCCC2)cc1,4.1%
O=C(OCC1CCCO1)c1ccc2c(c1)N(Cc1ccc(F)cc1)C(=O)c1ccccc1S2(=O)=O (stereo unspecified),-13.3%
Fc1ccc(-c2csc(-c3nc(-c4ccc(Br)s4)cs3)n2)cc1,1.6%
O=C(COC(=O)c1ccc2ccccc2c1)NCc1ccccc1,3.3%
COc1ccc(N2CCN(S(=O)(=O)c3ccc(F)c(C(=O)Nc4ccccc4Cl)c3)CC2)cc1,0.3%
Cc1c(CC(=O)N2CCCCC2)c(=O)oc2c(C)c3occ(C(C)(C)C)c3cc12,3.0%
CC(C)c1ccc(CNc2n[nH]c(-c3ccco3)n2)cc1,-1.2%
Cc1cccc(Cn2cccc(C(=O)Nc3ccc4c(c3)OCCO4)c2=O)c1,-12.6%
O=C(Nc1nc2c(Cl)cccc2s1)c1ccc(S(=O)(=O)N2CCc3ccccc32)cc1,-2.8%
CCN(CCCNC(=O)CSc1cc(=O)n(CC)c2ccccc12)c1cccc(C)c1,0.3%
COC(=O)c1cc(-c2ccc(C)cc2)c2c(=O)n(C)c(=O)n(C)c2n1,1.9%
CCCCN(C)c1c(C)nc2ccc(C(=O)N3CCN(C(C)=O)CC3)cn12,4.4%
COc1cc2c(cc1OC)C(c1ccc(F)cc1)N(c1ccccc1)C(=O)C2 (stereo unspecified),0.6%
Cc1ccccc1CNC(=O)c1oc2c(c1C)-c1nn(Cc3ccc(Cl)cc3)cc1CC2,7.8%
CCOc1ccc(N(CC)C(=O)c2cc3c(s2)-c2ccc(Cl)cc2SC3)cc1,3.6%
COc1ccc(Nc2c(-c3cc(Br)ccc3O)nc3ncccn23)cc1OC,1.2%
CC(=O)OCc1ccc(C2=CC(=O)CC(C)(C)C2=O)cc1,-1.4%
Cc1ccc(OCC(=O)Nc2cccc(OCc3cc(=O)n4cccc(C)c4n3)c2)cc1C,-7.3%

2 records picked at random from the list so far, as already listed:
SMILES,Tb PYK inh
Cc1ccccc1CNC(=O)c1oc2c(c1C)-c1nn(Cc3ccc(Cl)cc3)cc1CC2,7.8%
CNC(=O)c1ccccc1Sc1ccc2c(/C=C/c3ccccn3)n[nH]c2c1,0.0%

The main list resumes, starting 3 compounds before the break.
SMILES,Tb PYK inh
COc1ccc(Nc2c(-c3cc(Br)ccc3O)nc3ncccn23)cc1OC,1.2%
CC(=O)OCc1ccc(C2=CC(=O)CC(C)(C)C2=O)cc1,-1.4%
Cc1ccc(OCC(=O)Nc2cccc(OCc3cc(=O)n4cccc(C)c4n3)c2)cc1C,-7.3%
Cc1ccccc1CN1CCC(CNc2ncnc3onc(-c4ccc(F)cc4)c23)CC1,-0.8%
CC(=O)OC[C@@H]1CN(Cc2cccc(C(F)(F)F)c2)C[C@H](n2cnc3c(N4CCOCC4)ncnc32)O1,-3.8%
COc1cccc(C2C=C(c3ccc(C)cc3)Nc3c(C(=O)Nc4ccc(F)cc4)cnn32)c1OC (stereo unspecified),-2.2%
Cc1ccc(NCc2cccn2-c2nnc(N3CCC(C(=O)NCc4ccccc4C)CC3)s2)cc1,0.7%
COc1ccccc1NC(=O)CSc1nnc2c(n1)[nH]c1ccccc12,-13.6%
CS(=O)(=O)N1CCC2(CCCN(Cc3ccncc3)C2)CC1,3.8%
CCc1ccc(N2C(=O)CSC23C(=O)N(Cc2cccc(OC)c2)c2ccccc23)cc1 (stereo unspecified),5.5%
Clc1ccc(-c2noc(-c3cccnc3NCc3ccco3)n2)cc1,-2.8%
Cc1ccccc1C(=O)Nc1cccc(NC(=O)c2ccc(C(C)(C)C)cc2)c1,3.0%
CCOC(=O)c1ccc(N2C(=O)c3[nH]nc(-c4ccc(C)cc4)c3C2c2cccs2)cc1 (stereo unspecified),2.7%
CCN(CC)S(=O)(=O)c1ccc(C(=O)NCC(=O)NCc2ccc3c(c2)OCO3)cc1,-4.8%
Cn1c(=O)cc(SCC(=O)N2CCN(c3ccc(F)cc3)CC2)c2ccc(Cl)cc21,18.1%
CCN1CCN(c2ccc(S(=O)(=O)N3CCOCC3)cc2NC(=O)c2cc(F)c(F)c(F)c2F)CC1,0.5%
CC(N)c1csc(Nc2cc(Oc3ccccc3)ncn2)n1 (stereo unspecified),1.9%
Cc1cc(C)c2c(=O)c3c(oc2c1)C(=O)N(CCCOC(C)C)C3c1ccccc1F (stereo unspecified),1.0%
O=C(CN1CCN(Cc2ccccc2Cl)C1=O)NCc1ccccc1Cl,-1.8%
CC1(C)NC(=O)N(CC(=O)Nc2ccc(-c3ccccc3)cc2)C1=O,-7.4%
CCOc1ccc(C2c3[nH]c4ccccc4c3CCN2C(=O)Cc2cccc(OCC)c2OCC)cc1 (stereo unspecified),0.7%
CC(C)c1ccc2oc(-c3ccc(Cl)c(NC(=O)c4cccs4)c3)nc2c1,1.1%
Cc1ccc(S(=O)(=O)NNC(=O)C23CCC(CC2)C3)cc1,-4.3%
CCCCNC(=O)c1nn(-c2ccc(C)cc2)c(=O)n(C)c1=O,-2.9%
CC(=O)N1CCCc2cc(S(=O)(=O)N3CCCC(C(=O)Nc4cccc(Cl)c4C)C3)ccc21 (stereo unspecified),-5.9%
CCn1cc(C(=O)OCC(=O)Nc2cc(Cl)ccc2OC)c(=O)c2ccc(C)nc21,-17.9%
C[C@@H]1CCCCO[C@@H](CN(C)Cc2ccc(C(F)(F)F)cc2)[C@@H](C)CN([C@H](C)CO)C(=O)c2cc(N(C)C)ccc2O1,?
COc1ccccc1CNc1ncnc2c1cnn2-c1ccc(C)cc1,-1.2%

Part of the list above, field by field:
Cn1c(=O)cc(SCC(=O)N2CCN(c3ccc(F)cc3)CC2)c2ccc(Cl)cc21
  Tb PYK inh: 18.1%
CCN1CCN(c2ccc(S(=O)(=O)N3CCOCC3)cc2NC(=O)c2cc(F)c(F)c(F)c2F)CC1
  Tb PYK inh: 0.5%

(further entries)
SMILES,Tb PYK inh
COc1ccc(S(=O)(=O)NCc2ccc3c(c2)CCN3C(=O)c2ccccc2)cc1OC,1.3%
Cc1cc(C)c(C)c(C(O)(C(=O)O)c2ccccc2)c1 (stereo unspecified),-6.5%
O=C(O)CSC1CC(=O)N(c2ccc(F)cc2)C1=O (stereo unspecified),-8.9%
CCc1cccc(C)c1NC(=O)CCS(=O)(=O)c1ccc2c(c1)oc(=O)n2C,-18.9%
COc1ccc(CNC(=O)c2cnn(-c3ccc(C)cc3)c2-n2cccc2)cc1OC,-0.8%
Nc1cccc(S(=O)(=O)N2CCCN(S(=O)(=O)c3ccc4c(c3)OCCO4)CC2)c1,0.0%
O=C(CCCn1c(=O)c2cccn2c2ccc(F)cc21)NCCc1ccccc1,0.4%
CCCCn1cc(S(=O)(=O)c2ccc(C)c(C)c2)c(=O)c2cc(F)c(N3CCCC(C)C3)cc21 (stereo unspecified),-0.6%
O=C(c1csnn1)N1CCC[C@@]2(CCN(Cc3ccncc3)C2)C1,-10.2%
COc1ccc(Br)cc1S(=O)(=O)Nc1cc(-c2cn3ccccc3n2)ccc1C,-2.9%
CN(C)CCNC(=O)c1ccc(Cn2c(=O)c3cccn3c3cccnc32)cc1,12.9%
Cc1ccccc1S(=O)(=O)N1[C@@H](c2cccc(Cl)c2)C(C(=O)OC(C)(C)C)=CC[C@H]1c1ccc(Cl)cc1,5.2%
CN(Cc1ccccc1C(F)(F)F)C(=O)C1CCC(=O)N(CC2CCCCC2)C1 (stereo unspecified),-1.3%
O=C(CCC1N=C2c3ccccc3N=C(SCC(=O)Nc3ccccc3F)N2C1=O)NCc1ccccc1 (stereo unspecified),0.8%
COc1cc(OC)cc(-c2cc3nc(C)c(CCC(=O)Nc4ccc(C(C)=O)cc4)c(C)n3n2)c1,-9.1%
CCc1ccc(NC(=O)CSc2nc3ncccc3[nH]2)cc1,-6.2%
COC(=O)c1ccc(CNC(=O)COC(=O)CNS(=O)(=O)c2ccc(C)cc2)cc1,1.6%
O=C(Nc1nc2ccccc2n1CCN1CCOCC1)c1cccc([N+](=O)[O-])c1,0.0%
CCOC(=O)c1c(NC(=O)CSc2nc(-c3ccccc3)cc(C(F)(F)F)n2)sc(C)c1C,-24.6%
COCCCNC(=O)CSC1=Nc2ccccc2C2=NC(CCC(=O)NCc3ccccc3OC)C(=O)N12 (stereo unspecified),-1.2%
CCCCCCN1C[C@@H](n2cc(COC(=O)c3ccccc3)nn2)[C@H](O)C[C@@H]1c1ccc(Cl)cc1,-0.1%
Cc1nn(-c2ccccc2)c2c1cc1c(=O)[nH]c(=O)nc-1n2-c1cccc(Cl)c1,-4.7%
O=C(Oc1ccccc1)N1CCC[C@@]2(CCN(c3ccncc3)C2)C1,3.3%
CCCS(=O)(=O)Nc1cc2c(cc1NCc1ccccc1)n(C)c(=O)n2C,-8.6%
O=C(O)CC(C(=O)O)C(=Cc1ccccc1)c1ccccc1 (stereo unspecified),3.3%
CCCCN(CC)C(=O)c1c[nH]c2ccc(S(=O)(=O)Nc3cccc(OC)c3)cc2c1=O,0.4%
CCOc1ccc(Nc2c(S(=O)(=O)c3ccc(C)cc3)cnc3ccccc23)cc1,1.8%
CC1(C)CC(=O)C=C(c2ccccc2-c2ccc3cc[nH]c3c2)C1=O,-1.5%
Cn1nc(C2CC2)cc1NC(=O)C1(C)CCN1C(=O)CC(c1ccccc1)c1ccccc1 (stereo unspecified),-6.6%
Cc1noc(-c2ccc(-c3noc(-c4ccc(C(F)(F)F)cc4)n3)cc2)n1,-3.8%
Cc1ccc(NC(=O)C2(C)CCN2C(=O)Cc2ccccc2)cc1C (stereo unspecified),-2.9%
CCOc1ccccc1Nc1ncnc2c1c(-c1ccccc1)cn2-c1ccc(OC)cc1,2.1%
O=C(CSc1nnc(CNC(=O)c2c(F)cccc2F)o1)NCc1ccc2c(c1)OCO2,-2.4%
C[C@H](CO)N1C[C@H](C)[C@H](CN(C)C(=O)Nc2ccc(C(F)(F)F)cc2)OCc2cnnn2CCCC1=O,-9.4%
CCOC(=O)[C@]12CCC=C1N(Cc1ccc3c(c1)OCO3)C(=O)[C@H](CC(=O)N1CCC(c3ccccc3)CC1)C2,1.4%
Cc1cccc(N2CCN(C(=O)Cn3cnc4sc(C)c(S(=O)(=O)N5CCN(c6ncccn6)CC5)c4c3=O)CC2C)c1 (stereo unspecified),5.6%
Cc1cccc(NC(=O)c2ccc(F)c(S(=O)(=O)NCc3ccc4c(c3)OCO4)c2)c1,-7.4%
Cc1ccc(C2C=C(c3ccc(F)cc3)Nc3nc(CCCO)nn32)cc1 (stereo unspecified),-0.2%
CNC(=O)c1c(NC(=O)c2nc(SCc3ccc(C)cc3)ncc2Cl)sc2c1CCCC2,-3.9%
CCOC(=O)c1c(C)[nH]c(C)c1S(=O)(=O)N1CCCC(C(=O)NCc2cccc(C)c2)C1 (stereo unspecified),4.8%
CCN1CCN(C(c2cccc(F)c2)c2c(O)cc(C)n(Cc3ccco3)c2=O)CC1 (stereo unspecified),5.1%
CSc1ccccc1CNC(=O)C1(C)CCCN1CC(C)C (stereo unspecified),-6.6%
CCN(Cc1ccccc1)Cc1c(O)ccc2oc(C)c(C(=O)Nc3ccc(C)cc3C)c12,-8.2%
COC(=O)C1CCN(C(c2ccccc2Cl)c2sc3nc(-c4ccco4)nn3c2O)CC1 (stereo unspecified),-3.9%
CCOc1ccc(NC(=O)C(Cc2ccccc2)NS(=O)(=O)c2ccc3c(c2)oc(=O)n3C)cc1 (stereo unspecified),-8.4%
COc1ccc(-c2nc3ccccc3o2)cc1NC(=O)c1ccc(N2CCC(C)CC2)c([N+](=O)[O-])c1,-5.1%
O=c1c2ccccc2on1-c1ccccc1,-3.2%
Cc1ccc2nc(CN3CCN(S(=O)(=O)c4ccc(C)c(C)c4)CC3)oc2c1,-6.8%
O=C(O)c1ccc(Cl)c(NC(=O)C2CCN(S(=O)(=O)c3cccs3)CC2)c1,-5.8%
COc1cc(CN(C(=O)c2ccccc2F)C2CCS(=O)(=O)C2)cc(OC)c1OC (stereo unspecified),-0.3%

Next part:
SMILES,Tb PYK inh
COc1ccc(OCC(=O)NCc2ccc3c(c2)CCN3C(=O)c2ccccc2)cc1,2.8%
Nc1c(-c2cccs2)nc2ccccn12,-13.5%
O=c1c(CCc2ccccc2)nc2cnc(Oc3cccc(Cl)c3)nc2n1C[C@H]1CCCO1,-6.6%
Cc1ccc(CSC2=Nc3ccccc3C3=NC(CC(=O)NCc4cccs4)C(=O)N23)cc1 (stereo unspecified),-8.6%
